Screening data from PubChem BioAssay.
SW480 rerep – A quantitative high throughput screen for small molecules that induce DNA re-replication in SW480 colon adenocarcinoma cells. SW480 DNA re-replication, Hoechst DNA content imaging, 48 h. Potency, µM (highest dose often 46.1 µM), for the others: top-dose re-replication activation, most hits filed as activators. 1.8% of 340,000 active; also: potency is read from the fitted curve at half-maximal effect; % of control where 0% means no effect; nearly all actives have a fitted effect of over 55% in size
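First, 250 cells per well were seeded. Next, compound or vehicle (23 nL) was pinned in, plates sat 48 hr at 37 C. Finally Hoechst was added for 40 min before fluorescence scanning.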
ATXN viability – Viability Counterscreen for Primary qHTS for Inhibitors of ATXN expression; 0.49% of 400,000 active; S2 cells (HEK-293 line with an ATXN2-luciferase reporter) viability, CellTiter-Fluor protease fluorescence, 24 h; Potency, µM (series often up to 56.7 µM), actives largely listed as cytotoxic; also: potency is read from the fitted curve at half-maximal effect; nearly all actives have a fitted effect of over 40% in size
KB-3-1 tox – qHTS assay for MDR1-selective chemotherapeutics: Primary screen using the parental adenocarcinoma cell KB-3-1; KB-3-1 viability, CellTiter-Glo ATP luminescence, 72 h; Potency, µM (top dose mostly 46.1 µM), for the others: top-dose activity change, negative = cytotoxic, most hits filed as cytotoxic; 1.4% of 400,000 active; also: potency is read from the fitted curve at half-maximal effect; % is scaled to controls: 0 for no effect and ±100 for the full control effect; nearly all actives have a fitted effect of over 60% in size
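Viability of parental KB-3-1 cells, measured by CellTiter-Glo luminescence, followed a 72 h incubation at 37 °C with pinned compounds in phenol-red-free DMEM containing 10% FBS.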
ATXN2 expr inh – Primary qHTS for Inhibitors of ATXN expression; 0.72% of 360,000 active; Potency, µM (titrated, usually from 57 µM), without a hit: top-dose activity change, negative = inhibition, hits mostly inhibitors; AID 1745845, 2022; HEK-293 ATXN2-luciferase reporter, luminescence, 24 h; also: potency is read from the fitted curve at half-maximal effect; % is scaled to controls: 0 for no effect and ±100 for the full control effect; nearly all actives have a fitted effect of over 55% in size
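qHTS (up to 57 uM final) was run with 24 h compound exposure of reporter cells at 37 °C. Each well was multiplexed: SteadyGlo luminescence measured ATXN2-luciferase expression after a fluorogenic Gly-Phe-AFC viability readout (25 uM final).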
MCF10A rereplic – A quantitative high throughput screen for small molecules that induce DNA re-replication in MCF 10a normal breast cells. MCF 10A DNA re-replication, Hoechst nuclear intensity, 48 h. Potency, µM (titrated, usually from 46.1 µM), for inactives: top-dose activity, positive = re-replication, usual class: activators. 2.9% of 350,000 active. AID 624296, 2012; also: potency is read from the fitted curve at half-maximal effect; % of control where 0% means no effect; nearly all actives have a fitted effect of over 50% in size
HT1080-NT tox – qHTS for induction of synthetic lethality in tumor cells producing 2HG: qHTS for the HT-1080-NT fibrosarcoma cell line; Potency, µM (titrated, usually from 46.1 µM), without a hit: at the top dose activity, negative = less viability, usual class: cytotoxic; AID 686970, 2013; HT-1080-NT fibrosarcoma viability, CellTiter-Glo ATP luminescence, 48 h; 1.6% of 360,000 active;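 also: NT is the 2HG producing partner of a matched IDH1 knockdown line; potency is read from the fitted curve at half-maximal effect; 0% = DMSO-treated cells and -100% = media-only wells without cells; nearly all actives have a fitted effect of over 55% in size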
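HT-1080-NT fibrosarcoma cells (2HG-overproducing), 750 cells/well in RPMI with 5% FBS, dosed after 2 h and incubated 48 h at 37C. CellTiter-Glo luminescence normalized to DMSO and no-cell wells; concentration-response curves fitted and classed.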
HT1080 IDH1KD tx – qHTS for induction of synthetic lethality in tumor cells producing 2HG: qHTS for the HT-1080-IDH1KD cell line; 2% of 360,000 active; HT-1080 IDH1 knockdown viability, ATP luminescence, 48 h; Potency, µM (doses to about 46.1 µM), without a hit: at the top dose activity, negative = toxicity, most hits filed as cytotoxic; AID 686971, 2013;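 also: potency is read from the fitted curve at half-maximal effect; 0% = DMSO wells and -100% = cell-free medium wells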
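IDH1KD HT-1080 cells, 750/well, RPMI + 5% FBS; compound pinned after 2 h settling; 48 h, 37 °C; CellTiter-Glo luminescence; % activity normalised to DMSO and no-cell wells; curves fitted, classed by r2 and efficacy.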
IL1B secr inh – qHTS for Inhibitors of Inflammasome Signaling: IL-1-beta AlphaLISA Primary Screen | THP-1 LPS/ATP IL-1B secretion, AlphaLISA, 16 h; active compounds read low | activity change, % at 57.5 µM | 4.7% of 360,000 active | AID 743279, 2014; in the data active = activity change below about -50%; inconclusive = mostly about -30% to -49%; also: % is scaled to controls: 0 for no effect and ±100 for the full control effect
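THP-1 cells pretreated 1 hr with compounds (up to 57.5 uM final), then stimulated with LPS (250 ng/mL final) plus ATP (1.25 mM final); secreted IL-1B measured by AlphaLISA after 16 hr, decreased signal indicating inhibition.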
HepG2 viability – qHTS for Inhibitors of TGF-b: Cytotox Counterscreen; HepG2 CAGA-GFP viability, ATP luminescence, 18 h; Potency, µM (series often up to 46.1 µM), for inactives: at the highest dose activity change, negative = cytotoxicity, usual class: cytotoxic; 0.76% of 410,000 active; AID 588856, 2011; also: potency is read from the fitted curve at half-maximal effect; some results filed as inactive show a strong effect at the top dose
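HepG2 CAGA-GFP cells (1000/well, DMEM with 1% FBS) received compound, then TGF-beta at 500 pg/mL final, and were incubated 18 hours at 37 degrees C. Viability was read by CellTiter-Glo luminescence. Media-only wells were set as complete cell-killing and DMSO as no toxicity.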
Starred values were filed as active, the others as inactive; [ ] = another dose, or the depositor's remark. Unless noted, calls follow the shape of the dose curve; as a rule, active = well fitted curve in the direction sought with a large enough effect; inconclusive = small, poorly fitted or top-dose-only effect, or another doubt; inactive = no such curve, though single readings can be large; an effect the other way counts as inactive or inconclusive.

Start of the data: the first two entries as a preview:
For COc1ccc(OC)c(-c2csc(NC(=O)C3CSC4(C)CCC(=O)N34)n2)c1 (stereo unspecified) the results were SW480 rerep inconclusive, ATXN viability inactive, KB-3-1 tox -2%, ATXN2 expr inh -8%, MCF10A rereplic 10%, HT1080-NT tox -4%, HT1080 IDH1KD tx -6%, IL1B secr inh -55* and HepG2 viability -18%.
For O=C(CCCc1ccccc1)Nc1ccnn1C1CCN(Cc2ccccc2F)CC1 the results were SW480 rerep 2%, ATXN viability inactive, KB-3-1 tox -7%, ATXN2 expr inh -12%, MCF10A rereplic 9%, HT1080-NT tox 1%, HT1080 IDH1KD tx 5%, IL1B secr inh -19 and HepG2 viability -3%.

Main list, repeating the preview:
For COc1ccc(OC)c(-c2csc(NC(=O)C3CSC4(C)CCC(=O)N34)n2)c1 (stereo unspecified) the results were SW480 rerep inconclusive, ATXN viability inactive, KB-3-1 tox -2%, ATXN2 expr inh -8%, MCF10A rereplic 10%, HT1080-NT tox -4%, HT1080 IDH1KD tx -6%, IL1B secr inh -55* and HepG2 viability -18%.
For O=C(CCCc1ccccc1)Nc1ccnn1C1CCN(Cc2ccccc2F)CC1 the results were SW480 rerep 2%, ATXN viability inactive, KB-3-1 tox -7%, ATXN2 expr inh -12%, MCF10A rereplic 9%, HT1080-NT tox 1%, HT1080 IDH1KD tx 5%, IL1B secr inh -19 and HepG2 viability -3%.
`CC(C)c1cccc(OCC(=O)Nc2ccc(S(=O)(=O)Nc3ccccn3)cc2)c1` gave SW480 rerep -6%, ATXN viability inactive, KB-3-1 tox 14%, ATXN2 expr inh -9%, MCF10A rereplic 28%, HT1080-NT tox -11%, HT1080 IDH1KD tx -12%, IL1B secr inh 5 and HepG2 viability -13%.
For CCCNC(=O)C1=C(C)C(=O)OC12CCC(C)CC2 (stereo unspecified) the results were SW480 rerep -2%, ATXN viability inactive, KB-3-1 tox -9%, ATXN2 expr inh 9%, MCF10A rereplic 7%, HT1080-NT tox 1%, HT1080 IDH1KD tx -1%, IL1B secr inh -16 and HepG2 viability -3%.
Screening COc1cccc(-c2csc(/C(C#N)=C/Nc3cc4oc5ccccc5c4cc3OC)n2)c1 returned SW480 rerep -1%, KB-3-1 tox -3%, ATXN2 expr inh -20%, MCF10A rereplic 21%, HT1080-NT tox 18%, HT1080 IDH1KD tx 19%, IL1B secr inh 19 and HepG2 viability 5%.
Screening COCCNC(=S)N/N=C(\C)c1ccc(OC(F)F)cc1 returned SW480 rerep -7%, ATXN viability inactive, KB-3-1 tox inconclusive, ATXN2 expr inh 0%, MCF10A rereplic 4%, HT1080-NT tox 2%, HT1080 IDH1KD tx 0%, IL1B secr inh -11 and HepG2 viability -39%.
`OCC[C@H]1C[C@@H](O)[C@H](O)[C@@]2(OCCc3ccccc32)O1` gave SW480 rerep 0%, ATXN viability inactive, KB-3-1 tox -1%, ATXN2 expr inh 10%, MCF10A rereplic -2%, HT1080-NT tox 0%, HT1080 IDH1KD tx 4%, IL1B secr inh 13 and HepG2 viability 15%.
`Cc1c(/C(Cc2ccccc2)=N/O)c2ccccc2n1C` gave SW480 rerep 9%, ATXN viability inactive, KB-3-1 tox -8%, ATXN2 expr inh -5%, MCF10A rereplic inconclusive, HT1080-NT tox -21%, HT1080 IDH1KD tx -4%, IL1B secr inh 34 and HepG2 viability 0%.
Screening N#C/C(=C/C1=C(N2CCOCC2)C(=C/c2ccc(Cl)cc2)/CC1)C(=O)Nc1ccccc1F returned SW480 rerep 2%, ATXN viability inactive, KB-3-1 tox -15%, ATXN2 expr inh -3%, MCF10A rereplic -4%, HT1080-NT tox -3%, HT1080 IDH1KD tx 0%, IL1B secr inh -6 and HepG2 viability 8%.
`CCCSc1nc(N2CCOCC2)c2c(c1C#N)CCCC2` gave SW480 rerep 3%, ATXN viability inactive, KB-3-1 tox -11%, ATXN2 expr inh 0%, MCF10A rereplic inconclusive, HT1080-NT tox 4%, HT1080 IDH1KD tx -21%, IL1B secr inh 56 and HepG2 viability -4%.
`COC(=O)c1ccccc1NC(=O)N1CCN(c2ccc(F)cc2)CC1` gave SW480 rerep -39%[inhibitor], ATXN viability inactive, KB-3-1 tox -5%, ATXN2 expr inh -31%, MCF10A rereplic 5%, HT1080-NT tox 1%, HT1080 IDH1KD tx -3%, IL1B secr inh -14 and HepG2 viability -4%.
For COCCCNC(=O)c1c(N)n(/N=C/c2cccnc2)c2nc3ccccc3nc12 the results were SW480 rerep inconclusive, ATXN viability inactive, KB-3-1 tox 5%, ATXN2 expr inh 9%, MCF10A rereplic inconclusive, HT1080-NT tox 8%, HT1080 IDH1KD tx 16%, IL1B secr inh inconclusive and HepG2 viability 1%.
Screening COC(=O)C1=C(C(=O)OC)[C@@H]2N(Cc3ccccc3)c3ccccc3[C@@]23C[C@@H](C(=O)OC)N(C(=O)CC(C)C)C3=N1 returned SW480 rerep 1%[9.22 µM], ATXN viability inactive, KB-3-1 tox -17%, ATXN2 expr inh 5%, MCF10A rereplic 21%, HT1080-NT tox 0%, HT1080 IDH1KD tx 5%, IL1B secr inh -7 and HepG2 viability 1%.
COc1cc(-c2nnc(SC(C)C(=O)Nc3c(C)n(C)n(-c4ccccc4)c3=O)o2)cc(OC)c1OC (stereo unspecified) was read as SW480 rerep -12%, ATXN viability inactive, KB-3-1 tox 5%, ATXN2 expr inh 2%, MCF10A rereplic -1%, HT1080-NT tox -5%, HT1080 IDH1KD tx 4%, IL1B secr inh 17 and HepG2 viability -1%.
CC1(OC(=O)C2CCCC2)C(=O)C=C2C=C(c3ccsc3)N(c3ccccc3)C=C2C1=O (stereo unspecified) was read as SW480 rerep 6%, ATXN viability inactive, KB-3-1 tox 6%, ATXN2 expr inh -6%, MCF10A rereplic 20%, HT1080-NT tox 1%, HT1080 IDH1KD tx -5%, IL1B secr inh -3 and HepG2 viability -20%.
For O=C(COC(=O)c1nc(Cl)ccc1Cl)c1ccccc1Cl the results were SW480 rerep -1%, ATXN viability inactive, KB-3-1 tox -4%, ATXN2 expr inh -9%, MCF10A rereplic -1%, HT1080-NT tox -10%, HT1080 IDH1KD tx -10%, IL1B secr inh 1 and HepG2 viability 0%.
Screening NC(COCc1ccccc1)c1csc(Nc2ccc(C(=O)NCCO)cc2)n1 (stereo unspecified) returned ATXN viability inactive, KB-3-1 tox 0%, ATXN2 expr inh -5%, HT1080-NT tox -7%, HT1080 IDH1KD tx 6%, IL1B secr inh 0 and HepG2 viability -4%.
For Cc1ccc(OCc2cc(C(=O)NCc3cc(F)ccc3C)no2)cn1 the results were SW480 rerep inconclusive, ATXN viability inactive, KB-3-1 tox -5%, ATXN2 expr inh 7%, MCF10A rereplic inconclusive, HT1080-NT tox -14%, HT1080 IDH1KD tx -7%, IL1B secr inh -2 and HepG2 viability -18%.
Screening COCCCNc1nc2c(S(=O)(=O)c3ccccc3)nnn2c2ccc(Cl)cc12 returned ATXN viability inactive, KB-3-1 tox -2%, ATXN2 expr inh 16% and HepG2 viability -4%.
CC(C)C[C@H]1CN(CCCC[C@H]2CNC(=O)C(=O)N2CCc2ccc(O)cc2)C(=O)C(=O)N1CCc1ccccc1 was read as ATXN viability inactive, KB-3-1 tox 19%, ATXN2 expr inh 18%, HT1080-NT tox 22%, HT1080 IDH1KD tx inconclusive and IL1B secr inh 40.
`COc1ccc(C(=O)N2CCN(c3ccc(NC(=O)Cc4ccccc4)cc3)CC2)cc1` gave SW480 rerep 0%, ATXN viability inactive, KB-3-1 tox -6%, ATXN2 expr inh -20%, MCF10A rereplic inconclusive, HT1080-NT tox -16%, HT1080 IDH1KD tx -16%, IL1B secr inh 1 and HepG2 viability -2%.
`COC(=O)c1ccc(NC(=O)CN(c2ccc(OC)cc2)S(C)(=O)=O)cc1` gave SW480 rerep -2%, ATXN viability inactive, KB-3-1 tox -3%, ATXN2 expr inh 68%[activator], MCF10A rereplic inconclusive, HT1080-NT tox 3%, HT1080 IDH1KD tx -4%, IL1B secr inh -1 and HepG2 viability -11%.
Fc1ccc(F)c(C2=NNC(=Nc3ccccc3F)SC2)c1 was read as SW480 rerep inconclusive, ATXN viability inconclusive, KB-3-1 tox inconclusive, ATXN2 expr inh -3%, MCF10A rereplic 21µM*, HT1080-NT tox inconclusive, HT1080 IDH1KD tx inconclusive, IL1B secr inh -8 and HepG2 viability -35%.
`Cc1cc(C(=O)OCC(=O)NC2CCCCC2C)c2ccccc2n1` (stereo unspecified) gave SW480 rerep -1%, ATXN viability inactive, KB-3-1 tox 13%, ATXN2 expr inh -7%, MCF10A rereplic -6%, HT1080-NT tox 1%, HT1080 IDH1KD tx -2%, IL1B secr inh 0 and HepG2 viability -3%.
Screening COc1cccc(Nc2nc3ccc(C)cc3nc2-n2nc(C)cc2C)c1 returned ATXN viability inactive, KB-3-1 tox 9%, ATXN2 expr inh 3% and HepG2 viability -1%.
For N#Cc1c(N2CCOCC2)nc(N2CCCCC2)c2c1CCN(C1CCCCC1)C2 the results were SW480 rerep -7%, ATXN viability inactive, KB-3-1 tox inconclusive, ATXN2 expr inh 5%, MCF10A rereplic -1%, HT1080-NT tox -3%, HT1080 IDH1KD tx 1%[9.24 µM], IL1B secr inh -3 and HepG2 viability 1%.
